# Source: PubChem
# Myeloid diff MLP – promotes myeloid progenitor differentiation | ER-HoxA9 myeloid progenitors, lysozyme-GFP differentiation, flow cytometry | calls only at 10 µM | actives 1% (n = 360,000);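 active = normalized GFP-positive differentiation at or above the plate's own cutoff, the solvent-only control mean plus 3 SD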;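 also: cells exposed to compound for four days before flow analysis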
# Ins promoter up – MIN6 insulin promoter up-regulation; actives 0.3% (n = 190,000); z-score at 5 µM; AID 1625; MIN6 insulin promoter-GFP reporter, high-content imaging; hits give high values;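 active = z-score above 3 at 5 µM with at least 500 cells counted in the well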
# PMI inhibitors – inhibitors of human PMI, primary screen, biochemical, fluorescence intensity, coupled assay (AID 1209); purified PMI enzyme, coupled fluorescence intensity; higher % means a stronger effect; inhibition, % at 20 µM, or IC50 in µM where a hit was titrated; actives 0.42% (n = 190,000); in the data active = inhibition above about 50%;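 also: plate controls were DMSO vehicle for no effect and wells lacking substrate for full effect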
# Dynein cargo inh – dynein cargo transport inhibition; 3617.4 mouse cells, GR-EGFP nuclear translocation imaging; test concentration mostly 20 µM; stimulated with dexamethasone, 1 µM; hits give low values; z-score, hits read low; actives 0.47% (n = 220,000);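 active = plate z-score of nuclear minus cytoplasmic receptor signal below a set negative limit, without overly bright fluorescence or cell loss, cut at about -3.5 in these data, passing the limit was not always enough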;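 also: z-score of nuclear minus cytoplasmic ring GR-EGFP intensity difference per well; some compounds called inactive have numbers as strong as hits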
#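 medium = tetracycline-free induction medium containing charcoal-stripped FBS | also added = 1.0 µM final dexamethasone stimulus | schedule = 48 h induction, 1 h compound, 30 min dex at 37 °C | technique = fixed, Hoechst-stained cells imaged at 10x for EGFP | measure = GR-EGFP nuclear translocation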
# T cell modulator – T cell immune modulators affecting CD8 T cell-vesicle binding | 2C CD8+ T cell-vesicle binding, flow cytometry; hits give low values | calls only at 7 µM | actives 0.068% (n = 330,000);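 active = response, share of CD8 T cells binding vesicles, and their 90th percentile fluorescence all below set limits, cut at about 80% in these data, passing the limit was not always enough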
#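 Assay system – 2C mouse CD8+ T cells · Also added – QL9-loaded Drosophila micro-vesicles · Timing – Cell–vesicle co-incubation 1.5 h at 37 °C, staining 20 min on ice · Signal – flow cytometry of vesicle-bound cells · Measure – percent CD8+ FL2 mean versus row control · Controls – Peptide-free naked vesicles (low) and QL9 vesicles with 0.7% DMSO vehicle (high)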
# Lipid droplet – modulators of hepatic lipid droplet formation; AML12 mouse hepatocytes, oleate lipid droplets, BODIPY imaging; inhibition, % at 6.5 µM; actives 0.4% (n = 240,000);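 active = lipid droplet intensity inhibited by at least 50%, with more than 500 cells counted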
#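 Assay system: AML12 hepatocytes (mouse) / Also added: 100 µM oleic acid challenge / Times: overnight treatment with compound plus oleate / Detection: high-content imaging of BODIPY-stained droplets and DAPI nuclei / Evaluation: % inhibition of lipid droplet signal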
# MT stabilize HCS – stabilizes microtubules in HeLa cells. HeLa tubulin immunostaining HCS, 24 h; share of cells brighter than vehicle mean+2SD. actives 0.83% (n = 200,000). % tubulin-high responders, % at 10 µM. AID 2205;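 active = plate Z-score above 3 for both tubulin-high and condensed-nucleus cell shares, with cell loss under 80%, at 10 µM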;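 also: anti alpha tubulin signal scored within the nucleus-defined area of each cell; some results filed as inactive read as strong as hits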
# b-catenin transl – modulators of beta-catenin nuclear translocation; HeLa beta-catenin nuclear translocation, immunofluorescence imaging; nuclear translocation activity, % at 5 µM; actives 0.3% (n = 190,000); AID 1665;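 active = nuclear translocation activity above 50% at 5 µM, with a well cell count of 50 or more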;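 also: per-cell ratio of nuclear to cytoplasmic median beta-catenin stain intensity; plate controls were DMSO negative control for no effect and GSK-3 inhibitor IX positive control for full effect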
#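 Signal – beta-catenin immunofluorescence imaging with DAPI · Test system – human HeLa cell line · Dosing – 5 µM primary single dose, 0.1% DMSO, 0.02–20 µM confirmation series · Measure – % activation, nuclear-to-cytoplasmic median beta-catenin signal ratio per cell · Incubation – 24 h compound exposure at 37°C, 5% CO2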
# TNAP activation fold – stimulation of alkaline phosphatase TNAP activity – biochemical, luminescent, no phosphate acceptor, uHTS, primary screen (AID 1001); purified TNAP, luminescent activation assay, no phosphate acceptor; higher activation fold means a stronger effect; activation fold at 20 µM, or EC50 in µM where a hit was titrated; actives 0.03% (n = 200,000); in the data active = activation fold from about 3, or a potency from the dose series; inactive = the rest, 99 in 100 with activation fold below about 1.6; also: many of its hits are not listed in these tables
# Dynein cargo inh cytoplasmic EGFP – also measured in Dynein cargo inh; calls as there; z-score; measured here: cytoplasmic GR-EGFP intensity; hits give high values
# Dynein cargo inh nuclear GR-EGFP – also measured in Dynein cargo inh; calls as there; z-score; measured here: nuclear GR-EGFP intensity;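 lower value marks the stronger effect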
# Dynein cargo inh cell count – recorded beside Dynein cargo inh, whose call it bears; z-score; measured here: cell count per field
# Ins promoter up cell count – further read-out of Ins promoter up, marked with its call; cell count; measured here: cytotoxicity, nuclei count;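 total cells summed across four imaged fields per well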
# Lipid droplet cells 6.5 µM – also measured in Lipid droplet; calls as there; cell count; measured here: cell count, cytotoxicity flag;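 cells counted across two imaged fields per well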
# b-catenin transl cell count 5 µM – recorded beside b-catenin transl, whose call it bears; cell count; measured here: cell count, cytotoxicity flag
# T cell modulator vesicle-bound % – also measured in T cell modulator; calls as there; double positive events, %; measured here: CD8+ vesicle-bound cell fraction;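 binding gate set so that unloaded-vesicle control wells show 10% double positive cells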
# MT stabilize HCS Hoechst-high % – recorded beside MT stabilize HCS, whose call it bears; % Hoechst-high responders; measured here: nuclear condensation Hoechst responders;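 share of cells brighter than vehicle mean plus two SD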
# MT stabilize HCS cytotoxicity % – also measured in MT stabilize HCS; calls as there; toxicity, %; measured here: cytotoxicity by cell density;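 0% = mean cell density of plate MIN control wells and 100% = no cells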
# Myeloid diff MLP GFP+ MAC1+ % – further read-out of Myeloid diff MLP, marked with its call; GFP+ MAC1+ double positive, %; measured here: differentiation confirmed by MAC1 staining
# Starred values were filed as active, the others as inactive; i = inactive; · = no result given; + = active, no number.
SMILES	Myeloid diff MLP	Myeloid diff MLP GFP+ MAC1+ %	Ins promoter up	Ins promoter up cell count	PMI inhibitors	Dynein cargo inh	Dynein cargo inh cytoplasmic EGFP	Dynein cargo inh nuclear GR-EGFP	Dynein cargo inh cell count	T cell modulator	T cell modulator vesicle-bound %	Lipid droplet	Lipid droplet cells 6.5 µM	MT stabilize HCS	MT stabilize HCS Hoechst-high %	MT stabilize HCS cytotoxicity %	b-catenin transl	b-catenin transl cell count 5 µM	TNAP activation fold
CC1(C)Cc2nc3[nH]c(=S)n(-c4ccccc4)c(=O)c3cc2CO1	i	2.0	·	·	·	0.0994	-0.249	0.234	-0.714	i	10.7	·	·	1.1	1.4	10.1	·	·	·
CCN(CC)S(=O)(=O)c1ccc(N2CCCC2)c(NS(=O)(=O)c2ccccc2)c1	i	1.1	-0.96	1167	6.5%	-0.598	1.95	0.604	-0.343	i	33.8	13.4	682	1.8	2.3	9.7	-0.4	846	1
COc1cccc(-c2nnc(SCC(=O)Nc3cc(C)on3)n2C)c1	i	1.1	0.66	938	-3.7%	-0.561	-0.26	-0.512	0.464	i	48.8	-12.2	748	2.2	1.9	9.4	-0.8	995	1
COCC(C)n1c(SCc2nc3ccccc3c(=O)[nH]2)nc2ccccc2c1=O (stereo not drawn)	i	0.8	-1.05	1329	0.9%	-0.0753	-0.19	0.0365	0.255	i	50.3	3.9	681	1.1	2.1	3.9	-4.2	1108	1.1
Oc1oc(C=Nc2ccc(F)cc2F)c2ccccc12	i	0.0	0.18	1099	-80.8%	1.45	0.066	0.954	-1.65	i	52.1	27.3	685	1.8	1.0	2.6	-0.1	1033	1.1
CC(C)C(=O)NS(=O)(=O)c1ccc(N)cc1	i	1.3	0	1592	-3.4%	-0.864	-0.205	0.381	0.865	i	49.9	·	·	2.1	1.6	7.1	-2.4	1012	1.1
S=C(NCc1ccco1)Nc1ccccn1	i	0.5	-0.96	1578	10.8%	-0.753	-0.294	-0.352	0.976	i	29.8	-7.9	682	2.6	1.8	4.3	0.7	1022	1.1
CC1(C)CC(=O)C2=C(C1)Oc1ncn(Cc3ccco3)c(=N)c1C2c1ccccc1 (stereo not drawn)	i	0.7	-0.62	1375	2.9%	-0.154	-0.186	-0.0551	0.355	i	20.5	·	·	2.3	1.9	9.2	-0.6	1148	1.1
COC(=O)c1nn(-c2ccccc2)c2nnc(Cc3ccc(C)cc3)c(=O)n12	i	0.3	0.2	1027	-10.8%	-1.11	0.0519	-0.686	0.876	i	41.5	-2.4	542	2.1	3.1	3.1	3.0	488	1.1
Cc1ccnc(NC(=O)COc2ccc3oc4c(c3c2)CCCC4)c1	·	·	0.28	1260	14.5%	0.0334	-0.149	0.61	-0.846	i	10.2	6.1	724	1.5	0.4	33.0	-6.2	616	1.1
CCCn1c(SCC(=O)c2c[nH]c3ccccc23)nnc1-c1ccncc1	+	0.6*	0.6	1450	0.0%	-1.44	0.297	-0.367	0.539	i	33.3	5.7	671	4.9	3.3	5.8	-2.0	1113	1.1
CC12CCC(C(=O)NCCCN3CCOCC3)(C(Br)C1=O)C2(C)C (stereo not drawn)	i	0.4	0.91	1030	·	0.0176	-0.0923	0.522	-0.203	i	2.1	-6.5	704	·	·	·	-0.9	1335	·
O=C(OCC(=O)c1ccccc1Br)c1ccccn1	i	0.9	-0.43	1306	2.5%	1.07	0.171	0.498	-0.856	i	31.8	-13.1	666	2.9	1.9	5.0	·	·	1.1
Cc1nc(C)c(-c2ccn(S(=O)(=O)c3ccc(Cl)cc3)n2)o1	i	0.3	-0.1	1350	·	1.35	-0.174	0.485	-0.589	i	16.8	-10.8	699	·	·	·	-4.4	1114	·
Cc1occc1C(=O)NNC(=O)c1ccccc1F	i	0.7	-0.87	946	-5.1%	0.395	-0.252	-0.208	0.395	i	4.7	3.3	732	1.6	2.7	5.5	1.1	1050	1.1
O=C(c1ccccc1)[C@H]1CC=CC[C@H]1C(=O)O	i	1.1	-0.1	1713	2.4%	-0.966	-0.22	-0.669	0.273	i	48.6	18.2	648	2.6	2.0	11.2	-1.1	1065	1
Fc1ccc(NC(=S)Nc2cccnc2)cc1	i	0.7	·	·	20.2%	-0.999	-0.182	-0.682	0.0689	i	1.8	8.4	703	2.4	2.2	9.3	-0.5	1465	1
Cc1nc(CS(=O)c2ccc(Cl)cc2)cc(N2CCOCC2)n1 (stereo not drawn)	i	1.0	-0.41	1588	3.2%	0.168	-0.186	-0.104	0.258	i	28.5	·	·	1.9	1.3	8.9	2.5	1417	1.1
CCc1ccc(NC(=O)C(=O)N/N=C(\C)CC(=O)NCCOC)cc1	i	1.1	-0.31	1326	-28.2%	-0.439	-0.285	-0.137	0.452	i	23.6	12.0	712	3.9	1.3	4.6	-1.9	1159	1.1
COc1ccc(S(=O)(=O)N2CCN(CC(=O)Nc3cccc(F)c3)CC2)cc1	i	0.7	1.11	1375	17.9%	-0.0826	-0.203	-0.23	-0.0716	i	20.3	·	·	1.5	1.2	5.6	-1.1	1386	1.1
Cc1ccc(Nc2n[nH]c(C)c2[N+](=O)[O-])cc1	i	0.6	0.36	1630	0.5%	-0.266	-0.196	-0.00679	-0.303	i	44.3	7.5	669	5.8	2.0	6.1	-3.8	1104	0.9
Cc1ccc(-n2[nH]c(C)c(C=Nc3ccc4[nH]c(=O)[nH]c4c3)c2=O)cc1C	i	0.5	·	·	12.1%	0.805	-0.202	0.223	-0.911	i	35.3	·	·	3.1	1.4	10.5	·	·	1
O=C(Nc1ccc(-c2nnc(-c3ccco3)o2)cc1)C(c1ccccc1)c1ccccc1	i	0.7	0.08	871	9.5%	-0.623	-0.0729	-0.356	0.579	i	34.8	17.6	785	4.1	2.4	1.0	2.7	1111	1
CCN(CC)c1cc(Cl)nc(N)n1	i	0.5	-0.16	1508	10.9%	1.31	-0.292	0.595	-0.583	i	31.4	-15.4	651	1.6	1.9	3.9	-0.1	892	1
CCNC(=O)NC(=O)C(C)OC(=O)Cc1coc2cc3c(cc12)CCC3 (stereo not drawn)	i	0.9	0.68	1274	3.4%	-0.242	-0.106	-0.405	0.197	i	44.5	12.0	664	2.6	1.9	6.6	-2.2	1088	1.1
CC(C)Cn1c(SCC#N)nc2ccccc2c1=O	i	1.0	-0.58	1200	0.5%	1.22	-0.221	1.2	0.279	i	37.8	·	·	2.2	2.1	10.1	-2.3	1154	1.1
O=C(O)c1[nH]c2ccc(Br)cc2c1CCN1C(=O)c2cccc([N+](=O)[O-])c2C1=O	i	0.7	0.04	1337	·	0.41	-0.22	0.18	-0.158	i	43.8	-3.5	618	·	·	·	-6.4	1203	·
NS(=O)(=O)c1cccnc1Nc1c(Cl)cccc1Cl	i	1.6	-0.31	938	5.1%	0.802	-0.261	0.65	-0.509	i	42.1	1.4	746	2.0	1.0	5.8	-3.7	1160	0.4
C#CCOCCOCCOCCNc1nc(N2CCN(C(=O)C([C@@H](C)CC)n3cc(C(N)Cc4ccc(O)cc4)nn3)CC2)nc(N2CCN(C(=O)[C@H](CCC(=O)O)n3cc(C(N)Cc4ccc(O)cc4)nn3)CC2)n1 (stereo partly drawn)	i	2.1	-0.07	1528	-12.3%	0.362	-0.106	0.65	-1.33	·	·	0.5	719	0.9	1.1	3.0	4.0	986	1.1
CC(=O)c1ccc(C(=O)N2CCc3c([nH]c4ccccc34)C2c2cccc(C)n2)s1 (stereo not drawn)	i	0.8	-0.24	1026	·	0.264	-0.137	0.161	-2.11	i	49.3	28.8	701	·	·	·	-1.2	1289	·
O=C(CC1CCCC1)NCCc1cn2ccccc2n1	i	1.8	0.98	856	-0.4%	1.03	0.0698	0.709	-1.3	i	29.3	·	·	2.9	2.3	11.0	·	·	1.1
O=C(NCCCCCCNC(=O)OCCO)OCCO	i	0.1	-0.05	1226	-7.7%	1.11	-0.204	0.704	-0.0825	i	55.3	13.8	709	3.4	2.8	0.2	0.0	1048	1.1
Cc1ccc(NC(=O)Cn2c(CCC(=O)O)ccc2-c2cccs2)cc1Cl	i	0.4	0.21	1279	-0.2%	-0.959	-0.307	-0.392	1.16	i	16.8	3.7	685	1.0	1.2	7.5	0.2	1091	0.9
CNC(=S)NNC(=O)c1sccc1OCc1ccccc1	+	2.8*	0.3	1467	-1.6%	0.462	-0.0744	0.991	-0.849	i	24.2	·	·	2.7	1.9	3.6	-3.2	1375	1.2
